Vif-APOBEC3G blk – qHTS for Inhibitors of Vif-A3G Interactions: qHTS. 0.076% of 410,000 active. AID 602310, 2012. HeLa A3G-eYFP + Vif (tagged APOBEC3G with the HIV-1 protein that degrades it), YFP fluorescence, overnight. Potency, µM (highest dose often 46.1 µM), without a hit: at the highest dose activity, negative = active, hits mostly inhibitors;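 note: potency is the fitted concentration of half-maximal effect; % is set by controls: 0 for no effect and ±100 for the full control effect; nearly all actives have a fitted effect of over 60% in size; hits raise eYFP signal because A3G escapes Vif-driven loss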
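Read-out is eYFP fluorescence (Ex 488/Em 500-530) from Vif-expressing HeLa A3G-eYFP cells; more signal means A3G escaped Vif-mediated degradation. Cells plated overnight, compound pinned in, incubated overnight at 37 deg C.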
Vif-APOBEC3F blk – qHTS for Inhibitors of Vif-A3F Interactions: qHTS; Potency, µM (top dose mostly 46.1 µM), without a hit: at the top dose activity, negative = active; 0.2% of 390,000 active; HeLa A3F-eYFP + Vif (tagged APOBEC3F with the HIV-1 protein that degrades it), YFP fluorescence increase; note: potency is the fitted concentration of half-maximal effect; % of control where 0% means no effect; nearly all actives have a fitted effect of over 65% in size
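Fluorescence increase (Ex 488/Em 500-530) after overnight compound treatment at 37 deg C flags inhibition of Vif-driven A3F-eYFP loss in stable HeLa A3F-eYFP/Vif cells seeded overnight beforehand.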
USP1-UAF1 inh – Inhibitors of USP1/UAF1: Primary Screen | Potency, µM (titrated, usually from 57.1 µM), for inactives: at the top dose activity change, negative = inhibition, most hits filed as inhibitors | Ubiquitin carboxyl-terminal hydrolase 1 (Homo sapiens), O94782 | recombinant USP1/UAF1, Ub-Rhodamine cleavage fluorescence | 0.23% of 390,000 active | AID 743255, 2014; note: potency is the fitted concentration of half-maximal effect; % is set by controls: 0 for no effect and ±100 for the full control effect; nearly all actives have a fitted effect of over 60% in size; inactives centre near -12
Target sequence (O94782 whole entry, looked up): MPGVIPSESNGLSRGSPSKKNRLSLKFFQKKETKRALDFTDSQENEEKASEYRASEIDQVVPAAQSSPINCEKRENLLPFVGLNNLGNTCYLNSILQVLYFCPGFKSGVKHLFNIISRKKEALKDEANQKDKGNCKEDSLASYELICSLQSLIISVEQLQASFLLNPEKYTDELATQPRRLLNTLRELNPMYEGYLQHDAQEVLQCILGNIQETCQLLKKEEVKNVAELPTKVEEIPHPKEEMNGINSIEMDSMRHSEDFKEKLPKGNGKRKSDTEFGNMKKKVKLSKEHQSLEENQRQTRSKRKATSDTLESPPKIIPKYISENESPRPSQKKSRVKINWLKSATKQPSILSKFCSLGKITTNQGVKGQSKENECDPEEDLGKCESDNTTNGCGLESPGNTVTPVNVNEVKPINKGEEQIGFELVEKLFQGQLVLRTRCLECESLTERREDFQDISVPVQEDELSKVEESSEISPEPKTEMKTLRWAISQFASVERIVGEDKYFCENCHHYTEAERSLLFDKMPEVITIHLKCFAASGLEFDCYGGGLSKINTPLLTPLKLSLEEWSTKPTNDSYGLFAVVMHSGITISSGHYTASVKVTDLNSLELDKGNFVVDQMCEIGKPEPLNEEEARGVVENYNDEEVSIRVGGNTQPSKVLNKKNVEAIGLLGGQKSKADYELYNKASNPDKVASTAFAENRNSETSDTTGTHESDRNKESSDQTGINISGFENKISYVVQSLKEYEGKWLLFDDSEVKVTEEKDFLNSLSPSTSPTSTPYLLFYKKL
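In this screen, compounds sit with the deubiquitinase complex (1nM) for 15 min at room temperature before Ub-Rho is added at 150nM final. Fluorescence rise is then followed for 6 reads every 60 seconds.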
TrxR1 substrate – qHTS Assay for Substrates of Mammalian Selenoprotein Thioredoxin Reductase 1 (TrxR1): qHTS; Thioredoxin reductase 1, cytoplasmic (Rattus norvegicus), O89049; purified TrxR1 substrate turnover, NADPH consumption readout; Potency, µM (titrated, usually from 114 µM), without a hit: top-dose activity change, negative = substrate turnover; 0.01% of 390,000 active; AID 588456, 2011; note: potency is the fitted concentration of half-maximal effect; % is set by controls: 0 for no effect and ±100 for the full control effect; nearly all actives have a fitted effect of over 50% in size
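Rat TrxR1, dispensed at 90 nM, was prereduced with 400 uM NADPH (final) for 5 min at ~22 deg C, then incubated with compound 15 min before 400 uM selenite. A first-read NADPH fluorescence drop versus no-compound background flagged substrates.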
mIDH1 inhibitor – qHTS for Inhibitors of mutant isocitrate dehydrogenase 1 (IDH1): qHTS | Isocitrate dehydrogenase [NADP] cytoplasmic (Homo sapiens), O75874 | AID 602179, 2012 | Potency, µM (titrated, usually from 76.6 µM), for inactives: top-dose activity change, negative = inhibition, most hits filed as inhibitors | IDH1-R132H enzyme, NADPH consumption, diaphorase/resazurin fluorescence | 0.093% of 390,000 active; note: potency is the fitted concentration of half-maximal effect; % is set by controls: 0 for no effect and ±100 for the full control effect; nearly all actives have a fitted effect of over 65% in size
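IDH1-R132H (0.5 ug/mL) preincubated 30 min with compound, then NADPH (0.016 mM) and alpha-KG (2 mM) added; 80 min at RT, pH 7.5. Remaining NADPH coupled via diaphorase/resazurin to fluorescence (540/590 nm); concentration-response curves normalized to no-enzyme control.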
PI4K2A block – qHTS for small molecular inhibitors of PI4K2A | 0.13% of 420,000 active | purified PI4K2A, ADP-Glo luminescence, 1 h; active compounds read low | Phosphatidylinositol 4-kinase type 2-alpha (Homo sapiens), Q9BTU6 | activity change, negative = inhibition, % at 76.9 µM; in the data active = activity change below about -50%; inconclusive = mostly about -30% to -49%;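 note: -100% = wells without enzyme as full effect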
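ADP-Glo luminescence measured ADP generated by PI4K2A enzyme (4 ug/mL before mixing) with 1.2 mM PI substrate (pre-mix) and 300 microM ATP (pre-mix). Tris pH7.5 buffer with MgCl2, Triton X-100; 1 h reaction at ambient temperature.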
LDHA block – qHTS assay for inhibitors of human lactate dehydrogenase; L-lactate dehydrogenase A chain (Homo sapiens), P00338; purified LDHA, NADH/diaphorase-resazurin fluorescence; active compounds read low; activity change, % (values are at about 110 or 230 µM); 0.15% of 480,000 active; AID 1347041, 2019; in the data active = activity change below about -30%; inconclusive = mostly about -25% to -30%;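 note: plate controls were DMSO wells for no effect and wells without enzyme for full effect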
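Enzyme activity of human lactate dehydrogenase 5 (2 nM; 0.06 mM NADH, 0.2 mM pyruvate, 5 min, RT) is measured via a resazurin/diaphorase fluorescence readout of residual NADH.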
Glioma ERSR ind – qHTS for Inducers of the Endoplasmic Reticulum Stress Response (ERSR) in Human Glioma: qHTS; U87-MG GRP78 promoter luciferase reporter, 16 h; Potency, µM, for inactives: at the highest dose activation, usual class: activators; 0.02% of 420,000 active; AID 602332, 2012; note: potency is the fitted concentration of half-maximal effect; series mostly up to about 76 µM; % of control where 0% means no effect; nearly all actives have a fitted effect of over 35% in size
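Stably transfected U87-MG glioma cells carrying a GRP78-based luciferase sensor; 16 h compound incubation. Luminescence end-point read 10 min after Bright-Glo addition at room temperature.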
RXFP1 agonist – qHTS Assay for Agonists of the Relaxin Receptor RXFP1; 0.3% of 370,000 active; AID 2676, 2010; Potency, µM (highest dose often 57.5 µM), for inactives: at the top dose activation, hits mostly activators; HEK293T-RXFP1 cAMP TR-FRET, 30 min; response scale: percent of porcine relaxin response, buffer zero; note: potency is the fitted concentration of half-maximal effect; % is set by controls: 0 for no effect and ±100 for the full control effect; nearly all actives have a fitted effect of over 60% in size; many of its hits are not listed in these tables
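HEK293T cells stably expressing RXFP1 were pretreated with the PDE4 inhibitor Ro 20174, exposed to compounds for 30 min at 37C, lysed, and cAMP was read by TR-FRET. Data normalized to buffer (basal) and 29 nM porcine relaxin (100%).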
Starred values were filed as active, the others as inactive; ? = inconclusive; nt = not tested or not shown; & = joins results of further samples; [ ] = another dose, or the depositor's remark. Unless noted, calls come from the whole dose curve; as a rule, active = well fitted curve in the direction sought with a large enough effect; inconclusive = small, poorly fitted or top-dose-only effect, or another doubt; inactive = no such curve, though single readings can be large; an effect the other way counts as inactive or inconclusive. An excerpt, so the mix of outcomes need not match the whole.

SMILES	Vif-APOBEC3G blk	Vif-APOBEC3F blk	USP1-UAF1 inh	TrxR1 substrate	mIDH1 inhibitor	PI4K2A block	LDHA block	Glioma ERSR ind	RXFP1 agonist
COc1ccc(-c2[nH]c(-c3ccc(F)cc3)nc2SCC(=O)NCc2ccco2)cc1OC	-4%	0%	-3%	7%[57.1 µM]	8%	3	1	-2%	1.0%
O=C(CSc1nnc(-c2ccccc2)o1)N1CCCC1	-6%	?	0%	-3%	-7%	0	-7	5%	3.2%
N#CC1CC(c2ccccc2)=NN1c1ccccc1[N+](=O)[O-] (stereo not drawn)	-3%	11%	-8%	-15%[57.1 µM]	-9%	-2	-9	7%	-0.1%
Cc1ccccc1N1CCN(C2CCCN(C(=O)CCn3cnnn3)C2)CC1 (stereo not drawn)	-6%	4%	-4%	-3%	2%	6	-3	-5%	0.9%
COC(=O)c1ccn(CSc2cc(Cl)ccc2Cl)n1	1%	1%	-8%	-7%	20%	5	-7	-3%	1.9%
Cc1ccccc1NC(=O)COC(=O)c1cccc(S(=O)(=O)N2CCCCC2)c1	0%	-10%	-3%	-13%	-8%	-3	-8	-6%	0.2%
CCOc1ccc(/C=C2\SC(=O)N(CCNC(=O)CN3C(=O)NC4(CCCC4)C3=O)C2=O)cc1OC	-2%	0%	-6%	-15%	5%	1	-1	-5%	-5.2%
O=S(=O)(c1ccc(Cl)cc1)N1CCN=C1SCc1cccc(Cl)c1	-1%	5%	-22%	-5%	5%	-2	0	-5%	3.2%
COc1ccc(/C=N/OC/C(O)=C(\C#N)c2nc3ccccc3[nH]2)cc1OC	0%	-6%	-15%	11%[57.1 µM]	-4%	-6	-3	-1%	0.4%
COc1ccc(OC)c(C2C(C(=O)c3cccs3)=C(O)C(=O)N2CCN(C)C)c1 (stereo not drawn)	0%	3%	-15%	-1%	-3%	1	2	-1%	0.8%
Cc1nn(C)cc1CNC(=O)c1cc2n(n1)C(C(F)(F)F)CC(c1cccs1)N2 (stereo not drawn)	1%	1%	2%	-2%	-4%	0	-4	1%	2.5%
Cc1cc(C(F)F)n2nc(C(=O)NCc3ccccc3F)nc2n1	1%	5%	3%	5%[57.1 µM]	3%	-9	0	3%	2.2%
CCCCCn1c(=O)[nH]c2cc(C(=O)N3CCN(C(=O)OCC)CC3)ccc2c1=O	0%	1%	-1%	-2%	-12%	-3	-4	-3%	-0.8%
COc1ccc(C(O)c2nc(-c3cccc(CO)c3)cs2)cc1 (stereo not drawn)	-1%	nt	nt	nt	nt	-5	-11	-1%	nt
CNC[C@H]1Oc2ccc(NC(=O)Cc3cn(C)c4ccccc34)cc2CC(=O)N([C@@H](C)CO)C[C@H]1C	4%	6%	-32%	2%	8%	-6	3	-1%	nt
O=C(Nc1cccnc1)c1coc(=O)c2ccccc12	-6%	-7%	-18%	-3%	4%	6	-6	-4%	1.7%
CCCCC(=O)Nc1ccc2oc(-c3cccnc3)nc2c1	-1%	5%	-10%	198%[activator]	4%	-2	8	0%	4.7%
CCc1nnc(NC(=O)c2cc(C)oc2C)s1	0%	-8%	-18%	-3%	-2%	0	-2	-7%	9.0%
O=Cc1cn(CC(=O)Nc2ccc3c(c2)OCO3)c2ccccc12	-3%	-1%	-12%	1%[57.1 µM]	3%	-2	-6	0%	-1.0%
C[C@H]([C@@H](N)C(=O)N[C@@H](C(=O)O)[C@@H]1O[C@H](n2ccc(=O)[nH]c2=O)[C@@H](O)[C@H]1O)[C@@H](O)c1ccc(O)cn1	0%	-2%	-28%	4%	0%	2	-6	-2%	-1.8%
CCCCn1c(N)c(N(CCC(C)C)C(=O)c2ccc3c(c2)OCO3)c(=O)[nH]c1=O	1%	-4%	-7%	-6%	-2%	2	-3	-3%	-0.4%
CCCCC1=CC2=C(c3ccco3)C(=O)C(C)(OC(=O)c3ccc(OC)cc3)C(=O)C2=CN1Cc1ccc2c(c1)OCO2 (stereo not drawn)	0%	-5%	-23%	-5%[57.1 µM]	-28%	-19	3	-4%	?
O=C(Nc1cc(C(F)(F)F)ccc1Cl)C(=O)N1CCCCC1	0%	-6%	-11%	16%	19%	5	-7	12%	-0.8%
CN(CCOc1ccc(Cl)cc1)C(=O)c1ccccc1SCC(=O)N1CCCC1	2%	-9%	-13%	1%	-7%	-4	-4	-3%	0.8%
CN(CC(=O)Nc1ccc(C(N)=O)cc1)CC(=O)Nc1ccccc1Br	1%	0%	-8%	1%	-3%	2	-1	-1%	0.8%

More compounds follow:
SMILES	Vif-APOBEC3G blk	Vif-APOBEC3F blk	USP1-UAF1 inh	TrxR1 substrate	mIDH1 inhibitor	PI4K2A block	LDHA block	Glioma ERSR ind	RXFP1 agonist
CCOc1ccc(-c2cnc3n2CCCCC3)cc1	1%	-5%	-3%	5%[57.1 µM]	7%	1	-1	2%	1.5%
CCC(=O)Nc1c(C#N)c2nc3ccccc3nc2n1-c1ccc(C)cc1	-8%	-2%	-5%	124%[activator]	-15%	-8	-7	-1%	nt
O=C1C(Cc2ccccc2)Nc2ncnc(N3CCc4ccccc4C3)c2N1Cc1ccc(Cl)cc1 (stereo not drawn)	-20%	-1%	?	2%	-7%[38.3 µM]	0	1	-1%	-1.2%
NNC(=O)c1cnn(Cc2ccccc2)c1N	-5%	-7%	-7%	1%	1%	2	-1	-1%	1.8%
COc1ccc(NS(=O)(=O)c2cccc(C(=O)N3CCCCCC3)c2)cc1	-1%	10%	-3%	-14%	1%	-1	-7	-4%	0.5%
CC(C)c1nccn1S(=O)(=O)c1cc(Cl)ccc1Cl	-4%	6%	-8%	0%	6%	-1	-6	-4%	-0.6%
CC(=O)c1ccc2c3c(ccc([N+](=O)[O-])c13)CC2	1%	-4%	-13%	nt	-5%	4	-7	-2%	nt
Cc1ccc(CN2CCN(Cc3ccc(O)cc3)CC2CCO)o1 (stereo not drawn)	-8%	-4%	-19%	-9%	3%	2	-2	-1%	1.2%
Cn1cccc1Cc1nnc(SCC(=O)Nc2ccc(F)cc2F)n1-c1ccc(F)cc1	-2%	1%	-16%	7%	13%	-1	-3&2	-5%	-0.3%
Cc1ccc(SCC(=O)Nc2cccc(-c3nnc(-c4ccco4)o3)c2)cc1	1%	0%	-20%	-4%	1%	5	-7	-4%	-0.2%
CN(C)S(=O)(=O)c1ccc(NC(=O)COc2cccc3c2OC(C)(C)C3)cc1	-1%	2%	-5%	-4%	8%	7	-2	-5%	-0.5%
COc1cc(-c2cc[n+](C)cc2)ccc1O	3%	-2%	nt	-13%	nt	-2	0	1%	nt
Cc1ccc(CCN2CC(C(=O)NC3CCC(C)CC3)CC2=O)cc1 (stereo not drawn)	-3%	-1%	-24%	nt	-15%	8	-18	-2%	nt
O=C(NCc1ccco1)c1cc(S(=O)(=O)N2CCOCC2)ccc1Cl	1%	1%	-8%	-3%	8%	1	-10	-4%	0.3%
CC(=O)NC1=NN(C(C)=O)C(C)(CS(=O)(=O)c2ccc(C)c(C)c2)S1 (stereo not drawn)	0%	0%	-17%	8%	2%	-1	-8	-7%	1.4%
CCCc1cc(C(=O)OCC(=O)NCCc2ccccc2)sc1C	0%	-7%	-13%	nt	-3%	4	2	-3%	nt
CC(=O)N(C)c1nc(-c2ccc(Cl)cc2)cs1	0%	0%	-5%	-1%[2.29 µM]	2%	0	2	3%	2.0%
N#CC1C(=O)Nc2cccnc21 (stereo not drawn)	0%	-4%	-18%	nt	-11%	-8	21	-2%	nt
COc1ccc([N+](=O)[O-])cc1N(CC(=O)N1CCCCC1)S(C)(=O)=O	1%	-9%	-11%	-9%[57.1 µM]	13%	2	4	1%	4.5%
COc1ccc(-c2cc(C(=O)N3CCN(c4ccccc4)CC3)no2)cc1	2%&-2%	-19%&0%	-12%&-3%	2%[57.1 µM]	18%&-13%	1&-2	-11&-5	1%&0%	-1.1%&1.6%
COCCn1c(C)cc(/C=N/NC(=O)c2cccnc2)c1C	0%	1%	-16%	-1%[57.1 µM]	25%	1	-5	-4%	-2.5%
COCCCn1c(=N)c(C(=O)NC2CCCCC2)cc2c(=O)n3ccccc3nc21	-1%&-1%	-9%&-2%	?	904%[activator]	-7%&4%	-3&-10	-2&-7	-2%&-5%	?
Cc1cc2nc(C3CCN(CC4COc5ccccc5O4)CC3)[nH]c2cc1C (stereo not drawn)	2%	-1%	-20%	3%	-3%	1	-6	-3%	1.3%
Cc1ccccc1CNC(=O)CCC(=O)N1CC2CCCN2c2ccccc21 (stereo not drawn)	-3%	-16%	-16%	-4%[57.1 µM]	9%	-2	3	-1%	0.3%
NC(=O)NCCC1=CCCCC1	1%	-3%	-4%	2%	7%	-1	-11	-5%	0.9%
